Screening data (PubChem)
FBPA Giardia inh: inhibitors of Giardia lamblia fructose-1,6-bisphosphate aldolase | purified Giardia FBPA | Potency, µM (doses to about 59.6 µM), for the others: at the top dose activity, negative = inhibition, hits mostly inhibitors | 290,000 tested, 0.71% active | AID 2451; also: potency is read from the fitted curve at half-maximal effect; % is scaled to controls: 0 for no effect and ±100 for the full control effect; nearly all actives have a fitted effect of over 55% in size
Target sequence (A8B2U2 whole entry, looked up): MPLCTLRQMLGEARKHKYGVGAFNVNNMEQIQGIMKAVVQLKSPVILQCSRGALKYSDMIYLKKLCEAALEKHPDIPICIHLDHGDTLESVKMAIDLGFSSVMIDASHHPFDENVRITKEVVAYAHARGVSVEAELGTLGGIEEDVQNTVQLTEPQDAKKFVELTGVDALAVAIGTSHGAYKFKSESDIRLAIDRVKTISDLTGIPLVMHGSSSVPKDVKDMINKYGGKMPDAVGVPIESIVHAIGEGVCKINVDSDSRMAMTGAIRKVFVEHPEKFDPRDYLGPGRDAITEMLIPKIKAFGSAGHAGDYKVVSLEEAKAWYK
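Giardia FBPA (40 nM reagent) was preincubated 10 min at RT with compound (up to 57.5 uM final), then substrate plus GAPDH/TPI/NAD/arsenate coupling system with diaphorase/resazurin was added; resorufin fluorescence (525/598 nm) was read after 20 min.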
Pf growth 48h: P. falciparum growth inhibition at 48 hours (one generation) | P. falciparum luciferase growth in erythrocytes, 48 h | Potency, µM (highest dose often 28.7 µM), for inactives: top-dose activity change, negative = inhibition, actives largely listed as inhibitors | 310,000 tested, 5.9% active | AID 504832; also: potency is read from the fitted curve at half-maximal effect; % is scaled to controls: 0 for no effect and ±100 for the full control effect
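Growth was read as firefly luciferase luminescence after a 48 h, 37 C, 5% CO2 exposure of compounds to reporter-bearing P. falciparum cultures (0.1% parasitemia, 2% hematocrit final) in Albumax-supplemented RPMI 1640.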
HCV inhibitor: blocks hepatitis C virus; Huh7.5.1 HCVcc-Cre infection, luciferase reporter, 44 h; Potency, µM (titrated, usually from 41.8 µM), without a hit: at the top dose activity change, negative = inhibition, most hits filed as inhibitors; 340,000 tested, 3.4% active; also: potency is read from the fitted curve at half-maximal effect; % is scaled to controls: 0 for no effect and ±100 for the full control effect
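Infectious HCVcc-Cre (~0.5 moi) was added to cells just after compound, with cells seeded 4 h earlier at 1,000 per well. Luciferase activity after 44 h culture reported infection; substrate was incubated 15 min at room temperature before reading.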
CHX counter: counter-screen hit for Shiga toxin inhibitors, cycloheximide; cell reporter, cycloheximide protein synthesis inhibition counterscreen; AID 2314; max response, %; 300,000 tested, 12% active; in the data active = max response mostly above about 13%, no sharp cut-off; inactive = mostly below about 14%; also: read at 38.3 µM for the half of the compounds with a filed dose; 0% is about no effect
Shiga toxin inh: Shiga toxin inhibition; Vero cells, Shiga toxin protein synthesis inhibition reporter; inhibition, % at 38.7 µM; 290,000 tested, 9.2% active; AID 2315; in the data active = inhibition mostly above about 28%, no sharp cut-off; inactive = mostly below about 43%; also: 0% is about no effect
Pf growth 96h: P. falciparum growth inhibition at 96 hours | P. falciparum luciferase reporter growth, 96 h | Potency, µM (highest dose often 28.7 µM), without a hit: at the top dose activity change, negative = inhibition, most hits filed as inhibitors | 320,000 tested, 6.9% active; also: potency is read from the fitted curve at half-maximal effect; % is scaled to controls: 0 for no effect and ±100 for the full control effect
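Parasite growth measured via integrated firefly luciferase reporter in P. falciparum. Infected erythrocytes at 2% hematocrit, 0.05% parasitemia final were treated 96 hours at 37 C under 5% CO2, and luminescence was read.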
Starred values were filed as active, the others as inactive; ? = inconclusive; nt = not tested or not shown; & = joins results of further samples; [ ] = another dose, or the depositor's remark. Unless noted, calls follow the shape of the dose curve; as a rule, active = well fitted curve in the direction sought with a large enough effect; inconclusive = small, poorly fitted or top-dose-only effect, or another doubt; inactive = no such curve, though single readings can be large; an effect the other way counts as inactive or inconclusive.

SMILES | FBPA Giardia inh | Pf growth 48h | HCV inhibitor | CHX counter | Shiga toxin inh | Pf growth 96h
CCc1ccc(O)c(-c2cc(C(=O)Nc3cccnc3)[nH]n2)c1 | -4% | ? | ? | 28* | 93* | 0.41µM*
COc1ccc(OC)c(NC(=O)CSc2nnc(C3CCCCC3)o2)c1 | -2% | -5% | 18% | 1 | -6 | 17%
CC1(c2ccccc2Cl)NC(=O)N(CC(=O)Nc2ccccc2OC(F)F)C1=O (stereo not drawn) | -3% | -15% | -3% | -3 | -10 | -7%
Cc1nnc(NC(=O)c2ccc3ccccc3c2)s1 | nt | 189%[activator] | -9% | 31* | 74* | 8%
O=C(c1ccco1)N1CCN(Cc2cccc([N+](=O)[O-])c2)CC1 | ? | 9% | 22% | -1 | -5 | -2%
Cc1occc1C(=O)NCc1ccco1 | 0% | 1% | 13% | -2 | 10 | -28%
CC1CC(C)CN(C(=O)Nc2ccccc2F)C1 (stereo not drawn) | 6% | 15% | 25% | 6 | 13 | 14%
O=C(Nc1ccc(O)cc1)c1ccc(NC(=O)c2ccco2)cc1 | 5% | 82%[activator] | -15% | 32* | 32* | 15%
CCC(=O)Nc1nc2ccccc2n1CCN(CC)CC | 0% | -1% | 15% | 1 | -5 | nt
COc1ccc(C2=NOC(CN3C(=O)c4ccccc4S3(=O)=O)C2)cc1 (stereo not drawn) | 1% | 117%[activator] | -12% | 64* | 125* | -8%
CC(=O)c1cc(NC(=O)c2cccc(C(F)(F)F)c2)c(=O)oc1C | -6% | -9% | 11% | 17 | 31 | -9%
Cc1ccc2oc(C(=O)N3CCC(O)(c4cccc(C(F)(F)F)c4)CC3)c(C)c2c1 | 25% | 45%[activator] | ? | 43* | 63* | -24%
COc1ccc(-c2nnc(SCC(=O)c3cccs3)o2)c(OC)c1 | 10% | 87%[activator] | -15% | 51* | 150* | 7%
CCCCN=CC1=C(O)C(C(=O)OC)C(C)(C)CC1=O (stereo not drawn) | 2% | 26% | 15% | 0 | -10 | 4%
COc1cccc(Cn2cccc(NC(=O)NCc3ccccc3)c2=O)c1 | 7% | -7% | ? | 2 | 6 | -26%
Cc1cc(OCC(=O)N2CCOCC2)c(C(C)C)cc1Cl | 5% | 2% | 7% | -2 | 14 | nt
COc1ccc(N/C=C\C(=O)c2ccc(Br)cc2)cc1OC | 1% | 71%[activator] | 11% | 28* | 27 | 1.9µM*
CCCOC1OC(=O)c2c1ccc(OC)c2OC (stereo not drawn) | 3% | 18% | 29% | -1 | -7 | 5.2µM*
CC(=O)Nc1ccc(C(=O)CSc2ncn(-c3ccccc3)n2)cc1 | -3% | 33%[activator] | ? | 23* | 8 | 13µM*
COc1cc(C(=O)Nc2ccc3c(c2)ncn3C(C)(C)C)cc(OC)c1OC | -6% | ? | 13µM* | -1 | -3 | ?
CC(C)C(=O)N=c1sc2cccc(F)c2n1C | 4% | 11% | -9% | 10* | 17 | 23%
COc1cc2ccccc2cc1C(=O)N1CCN(C)CC1 | -19% | 19% | 7% | -1 | -2 | nt
CCCS(=O)(=O)c1c(S(=O)(=O)CCC)c2cnccn2c1C(=O)c1ccc(Cl)cc1 | 1% | nt | -1% | 0 | 7 | ?
O=C1NC(=Nc2cccc([N+](=O)[O-])c2)SC1(CO)CO | -7% | 35%[activator] | 16% | 0 | -7 | 10%
Cc1noc(C)c1N=Nc1ccccc1C(=O)O | 3% | 4% | 15% | -4 | -11 | 15%
Cc1cc(C)c(NC(=O)C2CCCN2CCOC(=O)c2cccc([N+](=O)[O-])c2)c(C)c1 (stereo not drawn) | -22% | 7% | 2% | -2 | 12 | ?
COC(=O)c1cc(NS(=O)(=O)c2ccc(N3CCC(C)CC3)c([N+](=O)[O-])c2)cc(C(=O)OC)c1 | 2% | 12% | 2% | -3 | -13 | -5%
CC(=O)Oc1c(I)cc(I)cc1C(=O)Nc1ccc(Cl)cc1 | nt | -6% | ? | 24* | 36 | ?
COc1ccccc1C(=O)Nc1ccc(CN2CCCCC2)cc1 | 0% | -16% | -27% | 11* | 10 | 14%
COc1ccccc1C(=O)N(NC(=O)Oc1ccccc1)C(C)(C)C | 2% | -5% | 32%[activator] | -1 | -4 | 13%
COc1ccc(NC(=S)N2CCC(N(C)CC3CCCO3)CC2)cc1 (stereo not drawn) | 1% | -9% | 0% | -3 | 11 | 5%
CC(C)N1C(=O)C2C(C(=O)NC3CCCCC3)C3C=CC2(O3)C1C(=O)NC1CCCC1 (stereo not drawn) | 2% | 3% | -8%&1% | -1 | -10 | -1%[5.75 µM]
O=C(NCc1ccccn1)c1ccc(Cl)c(S(=O)(=O)N2CCCCC2)c1 | 0% | ? | ? | -1 | -26 | 7%
CCCC(c1nnnn1CC(=O)OCC)N(Cc1cc2c(C)cc(C)cc2[nH]c1=O)C1CCCC1 (stereo not drawn) | -5% | 13µM* | 12% | -4 | -6 | nt
CN(C)CCN(C(=O)c1ccc(C(=O)c2ccccc2)cc1)c1nc2cc3c(cc2s1)OCCO3 | -18% | 27% | 7% | 36* | 81* | 3%
CCCn1c(SCC(=O)N2CCCc3ccccc32)nnc1-c1ccccn1 | 5% | ? | ? | 1 | -5 | 10%

Single records, as listed above. Values in the order: FBPA Giardia inh, Pf growth 48h, HCV inhibitor, CHX counter, Shiga toxin inh, Pf growth 96h
CC(=O)Oc1c(I)cc(I)cc1C(=O)Nc1ccc(Cl)cc1 reads nt, -6%, ?, 24*, 36, ?
COc1ccccc1C(=O)N(NC(=O)Oc1ccccc1)C(C)(C)C reads 2%, -5%, 32%[activator], -1, -4, 13%

Remaining list, next part
SMILES | FBPA Giardia inh | Pf growth 48h | HCV inhibitor | CHX counter | Shiga toxin inh | Pf growth 96h
O=C(Cn1ncc2c(=O)oc3ccccc3c21)N1CCCc2ccccc21 | 7% | 42%[activator] | -17% | -2 | 17 | 12%
CCCCc1nc(N2CCOCC2)c(C#N)c2c1COC(C)(C)C2 | 2% | 6.6µM* | -19% | -3 | -6 | 9.3µM*
O=C(OC1CCS(=O)(=O)c2sccc21)c1ccccc1 (stereo not drawn) | 0% | 2% | 10% | 3 | -20 | -4%
CCOC(=O)[C@@H]1[C@H]2COc3ccc(Br)cc3[C@H]2N2C(=O)N(c3cccc(Cl)c3)C(=O)[C@]12C | 3% | ? | -20% | -3 | 6 | ?
Cc1ccc(C(=O)N2CCN=C2SCc2ccc([N+](=O)[O-])cc2)cc1C | 0% | ? | 20% | 3 | 12 | 0%
COc1ccc(C2C(C(=O)NCC3CCCO3)c3cc(OC)c(OC)cc3C(=O)N2C)cc1OC (stereo not drawn) | -6% | -8% | 3%&-11% | -3 | -6 | nt
Cc1ccc(-c2n[nH]c3c2CCC3)cc1 | 1% | nt | ? | 24 | 28 | -9%
CC(C)CNc1c(N)n(CC(C)C)c(=O)[nH]c1=O | -10% | 102%[activator] | 27% | -6 | -6 | ?
OC1CCCN(C(=S)Nc2ccc(SC(F)F)cc2)C1 (stereo not drawn) | -4% | 60%[activator] | 9% | 27* | 34* | 114%[activator]
COc1ccccc1-c1cc(C(F)(F)F)nc(S(=O)(=O)CCCC(=O)N2CCOCC2)n1 | 7% | ? | ? | -4 | -24 | -2%[5.75 µM]
Cn1c(=O)n(CCOc2ccc(Cl)cc2Cl)c2ccccc21 | 0% | nt | -4% | -1 | -9 | 24%
C/C(=N\NC(=O)c1ccc(C)cc1)C1C(=O)c2ccccc2C1=O | -10% | 53%[activator] | 1% | 23* | 40* | 115%[activator]
CC(=O)OCC(=O)C1CCC2C3CC=C4CC(O)CCC4(C)C3CCC12C (stereo not drawn) | nt | -1% | 16% | nt | nt | -4%
CN(C)S(=O)(=O)c1ccc2oc(SCC(=O)NCC(F)(F)F)nc2c1 | 3% | ? | 6% | 3 | -11 | 28%
COc1ccc(C=C2c3ccccc3C(=O)c3ccccc32)cc1O | -16% | nt | nt | 1 | -6 | nt
CC(=O)NCCc1nc2ccccc2n1Cc1ccc(Cl)cc1 | 1% | ? | 3% | 1 | -13 | 52%[activator]
O=S(=O)(c1ccc(Cl)cc1)n1cnc2ccccc21 | -17% | 3% | -1% | -2 | nt | ?
S=C1NC(c2ccccc2)=NCN1c1ccc(Cl)cc1 | -1% | nt | 0% | 27* | 81 | ?
COc1cc2cc(C(c3nnnn3C(C)(C)C)N3CCc4ccccc43)c(=O)[nH]c2cc1OC (stereo not drawn) | 3% | ? | 5% | -1 | -16 | ?
CCC(C)Sc1nc2c(cnn2-c2ccc(C)cc2)c(=O)[nH]1 (stereo not drawn) | 0% | 1% | -1% | -2 | -3 | 7%
CC(C)CCn1cnc2c(c1=O)c1nc3ccccc3nc1n2Cc1ccc2c(c1)OCO2 | -3% | 4% | -13% | 4 | 16 | ?
COc1cc(CNCCO)ccc1OCCc1ccccc1 | 10% | -19% | ? | 13* | 11 | 8%
CCNC(=S)N1CCC(c2nc3cc(C)c(C)cc3[nH]2)CC1 | 3% | ? | 11% | -1 | -13 | 2%
CC(C)Sc1nnc(Nc2ccccc2)s1 | -10% | 70%[activator] | 20% | 37* | 143* | ?
Cc1c(NC(=O)CN2CCN(c3ccc(O)cc3)CC2)c(=O)n(-c2ccccc2)n1C | ? | ? | 6% | -1 | -13 | 6.6µM*
Cc1cc(NC(=O)CSc2nc(C)c(C)c(=O)[nH]2)no1 | nt | -7% | 19% | nt | nt | 20%
Cc1cc(NC(=O)C(C)Oc2ccc(Cl)cc2Cl)n(-c2ccccc2)n1 (stereo not drawn) | -13% | nt | ? | 1 | -13 | 5.9µM*
CCOCCn1c(SCc2ccc(F)cc2)nc2c1c(=O)[nH]c(=O)n2C | 0% | nt | -23% | 0 | -16 | ?
Cc1ccc(C(=O)CCC(=O)N2CCN(C(=O)c3ccco3)CC2)cc1 | -1% | 22% | -1% | 3 | 5 | 3%
Cc1nn2c(-c3cccc(NC(=O)c4ccco4)c3)nnc2c2ccccc12 | 2% | 9.3µM* | ? | 22* | 0 | 53%[activator]
Cc1nc2nc(SCC(=O)c3ccc([N+](=O)[O-])cc3)[nH]c2cc1Br | -1% | ? | 2% | 5 | 16 | ?
Cc1cc(C)n2nc(SCC(=O)NC(=O)NCc3ccco3)nc2n1 | 4% | 31% | -16% | 4 | -7 | 3%
Cc1ccc(NC(=O)CCNCc2ccco2)cc1S(=O)(=O)N(C)C | ? | 14% | -9% | 1 | 5 | 20%
Cc1nn(C(=O)N2CCOCC2)c(C)c1C | 3% | 10% | -14% | 3 | 7 | ?
CCn1c(C)c(C(=O)O)c2cc(OC)c3ccccc3c21 | -1% | 20% | -6% | -3 | -6 | 45%[activator]
Cc1ncc(CNC(=O)N(CCCl)N=O)c(N)n1 | 1%&-2% | 2%&10% | 2.8µM* | nt | nt | 1%&-2%

Structural class: the entries above with a COOH group.
SMILES | FBPA Giardia inh | Pf growth 48h | HCV inhibitor | CHX counter | Shiga toxin inh | Pf growth 96h
Cc1noc(C)c1N=Nc1ccccc1C(=O)O | 3% | 4% | 15% | -4 | -11 | 15%
CCn1c(C)c(C(=O)O)c2cc(OC)c3ccccc3c21 | -1% | 20% | -6% | -3 | -6 | 45%[activator]

Continuation:
SMILES | FBPA Giardia inh | Pf growth 48h | HCV inhibitor | CHX counter | Shiga toxin inh | Pf growth 96h
O=C(O)c1ccc(CNCc2c(Cl)cccc2Cl)cc1 | 1% | 18% | ? | -2 | -6 | 5%
CC(C)=CCCC1(C)C=Cc2c(c(C)cc3c2[nH]c2cc(O)ccc23)O1 (stereo not drawn) | -9% | 10µM* | -22% | -2 | 34 | -16%
Cc1nnc(SCc2ccccc2Cl)n1CC1CCCO1 (stereo not drawn) | 13% | 32%[activator] | 9% | -2 | -10 | 19%
CCOC(=O)c1ccc(NC(=O)CCCN2C(=O)NC3(CCCC3)C2=O)cc1 | nt | ? | ? | nt | nt | ?

Not a hit list; overall some 24% were active at least once.
